Screening results as filed in PubChem BioAssay.
M1AAP inhibition = malaria alanyl aminopeptidase activity blockers – biochemical, fluorogenic H-Leu-NHMec substrate, 1536-well (AID 1445); 220,000 compounds, 0.42% hits; recombinant M1AAP, H-Leu-NHMec fluorogenic kinetic assay; higher % means a stronger effect; inhibition, % at 30 µM, or IC50 in µM where a hit was titrated;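 active = primary inhibition above the hit cutoff, then over 50% inhibition at one or more dose response concentrations, cut at about 23% in these data, passing the limit was not always enough; inconclusive = conflicting primary data, or primary hits not chosen for dose response; inactive = low primary inhibition, or under 50% at every dose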;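 also: plate controls were DMSO full reaction for no effect and no enzyme background for full effect; strong numbers were not always called active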
Siah-1 displacement = blockers of Siah-1 interaction with plectin peptide – biochemical, fluorescence polarization, rhodamine-plectin, uHTS, primary screen (AID 1817); 290,000 compounds, 0.02% hits; displacement, % at 20 µM, or IC50 in µM where a hit was titrated; Siah-1 / rhodamine-plectin peptide fluorescence polarization; higher % means a stronger effect;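 active = displacement of at least 50% at 20 µM, with a fluorescence ratio check between 0.3 and a set limit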;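 also: plate controls were Siah plus tracer with DMSO for no effect and tracer alone without Siah for full effect; strong numbers were not always called active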
NOD2 inhibition = inhibition of NOD2-driven NF-kB reporter – cell-based, luminescence, uHTS, HEK293 (AID 1566). inhibition, % at 4 µM, or EC50 in µM where a hit was titrated. 290,000 compounds, 0.63% hits. HEK293 NOD2/NF-kB luciferase reporter, luminescence; higher % means a stronger effect; also: many of its hits are not listed in these tables
LYP phosphatase = PTPN22 lymphoid phosphatase activity blockers – biochemical, fluorescence intensity, uHTS (AID 1779). recombinant LYP phosphatase, fluorescence intensity; higher % means a stronger effect. inhibition, % at 11.5 µM, or IC50 in µM where a hit was titrated. 290,000 compounds, 0.054% hits;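 also: plate controls were vehicle with enzyme for no effect and no enzyme for full effect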
AID2073 = disruptors of CaV2.2 binding to Mint1 – biochemical, HTRF (AID 2073); 290,000 compounds, 0.19% hits; HTRF protein-protein interaction, Mint1-CaV2.2; higher % means a stronger effect; one-dose inhibition, % at 20 µM; IC50 in µM for titrated hits; in the data active = inhibition mostly above about 51%, no sharp cut-off; inconclusive = no clear call, values can overlap the other calls; inactive = mostly below about 53%; also: some results filed as inactive read as strong as hits
P. falciparum M17LAP = P. falciparum M17LAP inhibitors, primary screen, biochemical, fluorogenic H-Leu-NHMec substrate, 1536-well (AID 1619). recombinant M17LAP, H-Leu-NHMec fluorogenic kinetic assay; higher % means a stronger effect. 220,000 compounds, 0.38% hits. inhibition, % at 30 µM, or IC50 in µM where a hit was titrated;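 active = compound inhibiting the enzyme by more than half at any dose during confirmatory dose-response retesting; inconclusive = strong single-dose inhibitors picked by rank but not retested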;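 also: plate controls were full reaction with DMSO carrier for no effect and no enzyme background for full effect; strong numbers were not always called active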
CSM14.1 death rescue = rescue of cells from ER stress-induced death, primary screen, 384-well, CSM14.1, thapsigargin, ATP luminescence (AID 1222); one-dose cellular ATP content (survival), % at 20 µM; EC50 in µM for titrated hits; CSM14.1 thapsigargin-induced death rescue, ATP luminescence; higher % means a stronger effect; 190,000 tested, under 10 active;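 active = EC50 below 50 µM in the dose-response confirmation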;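 also: death triggered by thapsigargin at about 15 µM added after 2 h compound pretreatment; cell ATP read after overnight thapsigargin exposure of roughly 18 to 22 hours; normalized against plate controls of thapsigargin alone and 5% DMSO vehicle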
XIAP displacement = small molecules displacing peptide from XIAP – biochemical, IAP family, fluorescence polarization (AID 1018). XIAP BIR domain, fluorescence polarization peptide displacement; higher % means a stronger effect. displacement, % at 20 µM; hits with a dose series show IC50 in µM. 200,000 compounds, 0.007% hits; in the data active = displacement above about 50%; also: a part of the inactive calls stands beside numbers as strong as those of hits
Lipid droplet = hepatic lipid droplet formation modulation; AML12 mouse hepatocytes, oleate lipid droplets, BODIPY imaging; inhibition, % at 6.5 µM; 240,000 compounds, 0.4% hits; AID 1656;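 active = lipid droplet intensity inhibited by at least 50%, with more than 500 cells counted; inconclusive = wells with under 300 cells, treated as cytotoxic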
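Material – AML12 mouse liver cells · Also added – oleate loading, 100 µM · Compound dosing – 6.5 µM single-point dosing · Times – overnight treatment with compound plus oleate · Measured by – fluorescence imaging, 20x objective, two fields per well · Read-out – percent inhibition of filter-corrected integrated lipid droplet intensity per well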
Lipid droplet cells 6.5 µM = further read-out of Lipid droplet, marked with its call; cell count; measured here: cell count, cytotoxicity flag;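 cells counted across two imaged fields per well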
Starred values were filed as active, the others as inactive. Rule as the data show it, unless noted: active = inhibition above about 50%; inactive = the rest. Some of the compounds tested; rates above refer to the full screens.

`O=C(COC(=O)/C=C/c1ccc(F)cc1)Nc1cccc(S(=O)(=O)N2CCCC2)c1` gave M1AAP inhibition 4%, Siah-1 displacement 6%, NOD2 inhibition 7%, LYP phosphatase 2%, AID2073 12%, P. falciparum M17LAP -18%, CSM14.1 death rescue 3.6%, XIAP displacement -2.6%, Lipid droplet -12 and Lipid droplet cells 6.5 µM 695.
Cc1ccccc1OC(C)C(=O)Nc1cccnc1 (stereo unspecified) was read as Siah-1 displacement 0%, NOD2 inhibition 18%, LYP phosphatase -10%, AID2073 -1%, Lipid droplet 20 and Lipid droplet cells 6.5 µM 666.
COc1ccc(/C=N/Nc2cc(=O)n(C)c(=O)n2C)cc1OC was read as M1AAP inhibition 7%, Siah-1 displacement -2%, NOD2 inhibition 1%, LYP phosphatase -4%, AID2073 1%, P. falciparum M17LAP 14%, CSM14.1 death rescue -3.6%, XIAP displacement -5.2%, Lipid droplet -14 and Lipid droplet cells 6.5 µM 584.
Cc1occc1-c1nnc(SCC(=O)NC2CCCC2)n1-c1ccccc1 was read as M1AAP inhibition -1%, Siah-1 displacement -1%, NOD2 inhibition 10%, LYP phosphatase -11%, AID2073 -1%, P. falciparum M17LAP 10%, CSM14.1 death rescue -2.5%, XIAP displacement -5.6%, Lipid droplet 3 and Lipid droplet cells 6.5 µM 722.
Screening Cc1ccccc1NS(=O)(=O)c1ccc(OCC(=O)NCc2ccccn2)cc1 returned M1AAP inhibition -3%, Siah-1 displacement 3%, NOD2 inhibition 3%, LYP phosphatase 0%, AID2073 15%, P. falciparum M17LAP -2%, CSM14.1 death rescue -0.8%, XIAP displacement -3.6%, Lipid droplet 0 and Lipid droplet cells 6.5 µM 705.
For Cc1ccccc1-n1ccnc1SCC(=O)O the results were M1AAP inhibition -1%, Siah-1 displacement 1%, NOD2 inhibition 13%, LYP phosphatase -12%, AID2073 1%, P. falciparum M17LAP 2%, CSM14.1 death rescue -1.1%, XIAP displacement -6.8%, Lipid droplet 5 and Lipid droplet cells 6.5 µM 809.
CCOc1ccc(Nc2nc(Cc3nnc(SCC(=O)N(CC)CC)n3C)cs2)cc1 was read as M1AAP inhibition 14%, Siah-1 displacement -4%, NOD2 inhibition -4%, LYP phosphatase 4%, AID2073 -15%, P. falciparum M17LAP 44%, CSM14.1 death rescue -0.3%, XIAP displacement -3.9%, Lipid droplet -13 and Lipid droplet cells 6.5 µM 744.
Cc1cccn2cc(-c3c[nH]c4ccccc34)nc12 was read as M1AAP inhibition -3%, Siah-1 displacement 2%, NOD2 inhibition -61%, LYP phosphatase -17%, AID2073 24%, P. falciparum M17LAP -20%, CSM14.1 death rescue -0.9%, XIAP displacement -1.6%, Lipid droplet 4 and Lipid droplet cells 6.5 µM 670.
For CCCCN=Cc1sc2ccc(OCC)cc2c1O the results were M1AAP inhibition 18%, Siah-1 displacement -8%, NOD2 inhibition -19%, LYP phosphatase -6%, AID2073 -20%, P. falciparum M17LAP 5%, CSM14.1 death rescue -1.6%, XIAP displacement -3.9%, Lipid droplet 2 and Lipid droplet cells 6.5 µM 804.
`O=C(CSCc1ccccc1)Nc1nccs1` gave M1AAP inhibition -2%, Siah-1 displacement -7%, NOD2 inhibition -7%, LYP phosphatase -6%, AID2073 -10%, P. falciparum M17LAP -5%, CSM14.1 death rescue -1.1% and XIAP displacement -2.4%.
`CN(C)c1ccc(C=C2C(=O)OC(C)(C(C)(C)C)OC2=O)cc1` (stereo unspecified) gave M1AAP inhibition 9%, Siah-1 displacement -3%, NOD2 inhibition 8%, LYP phosphatase -4%, AID2073 23%, P. falciparum M17LAP 13%, CSM14.1 death rescue -0.9% and XIAP displacement -7.7%.
CCN(CCCNC(=O)Cn1cc2c(n1)CCCC2)c1cccc(C)c1 was read as M1AAP inhibition 4%, Siah-1 displacement 0%, NOD2 inhibition -17%, LYP phosphatase -4%, AID2073 -5%, P. falciparum M17LAP -1%, CSM14.1 death rescue -2.0%, XIAP displacement -3.5%, Lipid droplet -8 and Lipid droplet cells 6.5 µM 656.
For CC(C)(C#CC(O)(c1ccccc1)c1ccccc1)N1CCCC1 the results were M1AAP inhibition -2%, Siah-1 displacement -5%, NOD2 inhibition 19%, LYP phosphatase -9%, AID2073 -1%, P. falciparum M17LAP -7%, CSM14.1 death rescue 2.9%, XIAP displacement -8.9%, Lipid droplet -34 and Lipid droplet cells 6.5 µM 667.
CCCc1nc2ccccc2c(=O)n1CC(=O)c1ccc(F)cc1 was read as Siah-1 displacement -10%, NOD2 inhibition 12%, LYP phosphatase -4% and AID2073 10%.
`Cc1ccc(-c2nc3[nH]c(=O)cc(NC(=O)c4cccs4)n3n2)cc1` gave M1AAP inhibition 9%, Siah-1 displacement 7%, NOD2 inhibition -8%, LYP phosphatase 1%, AID2073 14%, P. falciparum M17LAP 15%, Lipid droplet 9 and Lipid droplet cells 6.5 µM 678.
Screening CCOc1ccc(C(=O)N2CCC(C(=O)c3ccc4c(c3)OCCO4)CC2)cc1 returned M1AAP inhibition 7%, Siah-1 displacement 2%, NOD2 inhibition 15%, LYP phosphatase -6%, AID2073 10%, P. falciparum M17LAP 9%, CSM14.1 death rescue -1.0%, XIAP displacement -3.0%, Lipid droplet -2 and Lipid droplet cells 6.5 µM 768.
`Cc1cccc(C(=O)Nc2cccnc2Cl)c1` gave Siah-1 displacement 13%, NOD2 inhibition -2%, LYP phosphatase -7% and AID2073 -6%.
For Cn1c(=O)[nH]c(=O)c2c1nc(CN1CCN(c3ccccc3F)CC1)n2CC(N)=O the results were M1AAP inhibition 1%, Siah-1 displacement 8%, NOD2 inhibition 5%, LYP phosphatase -3%, AID2073 0%, P. falciparum M17LAP -3%, CSM14.1 death rescue -2.1%, XIAP displacement 0.8%, Lipid droplet -6 and Lipid droplet cells 6.5 µM 719.
Screening CCN(CC(=O)NCc1ccc(Cl)cc1)C(=O)/C=C/c1ccc(C#N)cc1 returned Siah-1 displacement -2%, NOD2 inhibition -3%, LYP phosphatase -6%, AID2073 -2%, Lipid droplet -57 and Lipid droplet cells 6.5 µM 758.
`Cc1[nH]n(-c2ccc(Cl)cc2)c(=O)c1C(=O)c1ccccc1` gave M1AAP inhibition 3%, Siah-1 displacement 5%, NOD2 inhibition 13%, LYP phosphatase -2%, AID2073 4%, P. falciparum M17LAP 11%, CSM14.1 death rescue 1.9%, XIAP displacement -1.9%, Lipid droplet 44 and Lipid droplet cells 6.5 µM 712.
For N#Cc1ccc(C(=O)Nc2ccn(-c3ccccc3)n2)cc1 the results were M1AAP inhibition 5%, Siah-1 displacement 7%, NOD2 inhibition 6%, LYP phosphatase -4%, AID2073 -3%, P. falciparum M17LAP 33%, CSM14.1 death rescue 4.9%, XIAP displacement -6.7%, Lipid droplet -4 and Lipid droplet cells 6.5 µM 642.
`O=C1C(=C(O)c2ccccc2)C(=O)c2ccccc21` gave M1AAP inhibition 12%, Siah-1 displacement 0%, NOD2 inhibition 1%, LYP phosphatase -9%, AID2073 2%, P. falciparum M17LAP 28%, CSM14.1 death rescue -0.4% and XIAP displacement -5.7%.
`CCC1CN(C(=O)N2CCC(C(=O)NCc3ccco3)CC2)c2cc(C)ccc2O1` (stereo unspecified) gave Siah-1 displacement 7%, NOD2 inhibition 3%, LYP phosphatase -10%, AID2073 6%, Lipid droplet 2 and Lipid droplet cells 6.5 µM 647.
Screening Cc1ccc(-c2nn3c(C)nnc3c3ccccc23)cc1S(=O)(=O)NC(C)c1ccccc1 (stereo unspecified) returned M1AAP inhibition 1%, Siah-1 displacement 3%, NOD2 inhibition -5%, LYP phosphatase 4%, AID2073 4%, P. falciparum M17LAP -4%, CSM14.1 death rescue 14% and XIAP displacement -20%.
For Cc1nc2ccc(NC(=O)N(C(C)C)C(C)C)cc2s1 the results were M1AAP inhibition 5%, Siah-1 displacement 0%, NOD2 inhibition -26%, LYP phosphatase -7%, AID2073 10%, P. falciparum M17LAP 13%, CSM14.1 death rescue -1.0%, XIAP displacement -5.2%, Lipid droplet 13 and Lipid droplet cells 6.5 µM 804.
`COC(=O)c1ccccc1NC(=O)C/C(C)=N/NC(=O)CC#N` gave M1AAP inhibition 5%, Siah-1 displacement -2%, NOD2 inhibition -2%, LYP phosphatase -4%, AID2073 -3%, P. falciparum M17LAP -4%, CSM14.1 death rescue 2.3%, XIAP displacement 3.4%, Lipid droplet 8 and Lipid droplet cells 6.5 µM 737.
c1ccc(Oc2cccc(OCCCn3cncn3)c2)cc1 was read as M1AAP inhibition 0%, Siah-1 displacement 0%, NOD2 inhibition -33%, LYP phosphatase 1%, AID2073 14%, P. falciparum M17LAP -3%, CSM14.1 death rescue 1.8%, XIAP displacement 39%, Lipid droplet -2 and Lipid droplet cells 6.5 µM 773.
For Cc1cc(Cl)ccc1C(=O)C1CCCN(C(=O)c2cccnc2C)C1 (stereo unspecified) the results were Siah-1 displacement -4%, NOD2 inhibition 18%, LYP phosphatase -9%, AID2073 1%, Lipid droplet 15 and Lipid droplet cells 6.5 µM 724.
For Cc1ccc(NC(=O)c2ccc([N+](=O)[O-])o2)cc1C the results were M1AAP inhibition 2%, Siah-1 displacement 7%, NOD2 inhibition -48%, LYP phosphatase 0%, AID2073 inconclusive, P. falciparum M17LAP 3%, XIAP displacement -6.0%, Lipid droplet 12 and Lipid droplet cells 6.5 µM 671.
For CCN1CCc2c(C#N)c(N3CCCCC3)nc(NCc3ccccc3)c2C1 the results were M1AAP inhibition 5%, Siah-1 displacement 4%, NOD2 inhibition -8%, LYP phosphatase 3%, AID2073 12%, P. falciparum M17LAP -20%, CSM14.1 death rescue -2.0%, XIAP displacement 1.1%, Lipid droplet 4 and Lipid droplet cells 6.5 µM 656.
CS(=O)(=O)N1CCC(C(=O)Nc2cc(Cl)c(Cl)cc2Cl)CC1 was read as Siah-1 displacement -1%, LYP phosphatase -6%, AID2073 5%, Lipid droplet -2 and Lipid droplet cells 6.5 µM 815.
CC(C)(C)c1ccccc1NC(=O)CN1C(=O)NC2(CCCC2)C1=O was read as Siah-1 displacement 8%, NOD2 inhibition 18%, LYP phosphatase -3%, AID2073 8%, Lipid droplet 2 and Lipid droplet cells 6.5 µM 743.
For CCOc1cc(/C=C2\COc3ccccc3C2=O)cc(Br)c1OCC(=O)N(C)C the results were Siah-1 displacement -4%, NOD2 inhibition -45%, LYP phosphatase 0%, AID2073 9%, Lipid droplet -11 and Lipid droplet cells 6.5 µM 828.
